LDHA inh = blocks human lactate dehydrogenase A; activity change, % (values are at about 110 or 230 µM); P00338; 480,000 compounds, 0.15% hits; purified LDHA, NADH/diaphorase-resazurin fluorescence; stronger effect = lower value; in the data active = activity change below about -30%; inconclusive = mostly about -25% to -30%;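 note: plate controls were DMSO wells for no effect and wells without enzyme for full effect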
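Human LDH5 (2 nM) was incubated with 0.06 mM NADH and 0.2 mM pyruvate for 5 min at room temperature in Tris pH 7.4. Remaining NADH was coupled through diaphorase/resazurin, and resorufin fluorescence was read at 0 and 20 min.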
Pol eta inh = inhibitors of human DNA polymerase eta; AID 588591; Potency, µM (doses to about 114 µM), inactives show top-dose activity change, negative = inhibition, most hits filed as inhibitors; Q9Y253; 390,000 compounds, 1.2% hits; recombinant Pol eta, fluorescent DNA replication assay; note: potency is the fitted concentration of half-maximal effect; % is set by controls: 0 for no effect and ±100 for the full control effect
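Pol eta (10 nM) was preincubated with compounds for 15 min at room temperature, after which fluorescent replication substrate (50 nM final) was added to start the reaction. Fluorescence was read kinetically at 0 and 10 min.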
12-LOX inh = ALOX12 (human) lipoxygenase inhibition; P18054; purified 12hLO, xylenol orange hydroperoxide absorbance; Potency, µM (titrated, usually from 108 µM), inactives show at the highest dose activity change, negative = inhibition, actives largely listed as inhibitors; 580,000 compounds, 1.1% hits; note: potency is the fitted concentration of half-maximal effect; % is set by controls: 0 for no effect and ±100 for the full control effect
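Hydroperoxide product was detected by ferrous iron/xylenol orange as the 573 to 405 nm absorbance ratio. Arachidonic acid at 40 uM (final) was turned over for 30 min at room temperature by 150 nM human 12hLO, pH 7.0 Hepes buffer, after 15 min compound preincubation.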
Apoferritin bind = candidate novel general anesthetic via apoferritin binding. Potency, µM (titrated, usually from 77.5 µM), for the others: top-dose activity change, negative = displacement, most hits filed as inhibitors. apoferritin/1-aminoanthracene competitive binding, fluorescence. 350,000 compounds, 0.074% hits; note: potency is the fitted concentration of half-maximal effect; % is set by controls: 0 for no effect and ±100 for the full control effect; nearly all actives have a fitted effect of over 20% in size
Target sequence (P02791 2-175 limits assumed): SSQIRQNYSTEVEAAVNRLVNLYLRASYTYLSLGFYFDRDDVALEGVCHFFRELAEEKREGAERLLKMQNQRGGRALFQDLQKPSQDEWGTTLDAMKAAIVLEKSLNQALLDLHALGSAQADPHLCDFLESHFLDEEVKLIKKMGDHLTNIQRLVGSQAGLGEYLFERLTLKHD
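Concentration-response curves derived by four-parameter Hill fitting of normalized fluorescence, where compounds displaced 1-AMA from 10 uM horse apoferritin following a brief 10 min room-temperature incubation; propofol titration acted as positive control.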
POLK inh = inhibitors of human DNA polymerase kappa | Q9UBT6 | purified Pol kappa, fluorescent DNA synthesis assay, 10 min | Potency, µM (top dose mostly 107 µM), without a hit: top-dose activity, negative = inhibition, most hits filed as inhibitors | 400,000 compounds, 0.53% hits; note: potency is the fitted concentration of half-maximal effect; % is set by controls: 0 for no effect and ±100 for the full control effect
Target sequence (Q9UBT6 whole entry, looked up): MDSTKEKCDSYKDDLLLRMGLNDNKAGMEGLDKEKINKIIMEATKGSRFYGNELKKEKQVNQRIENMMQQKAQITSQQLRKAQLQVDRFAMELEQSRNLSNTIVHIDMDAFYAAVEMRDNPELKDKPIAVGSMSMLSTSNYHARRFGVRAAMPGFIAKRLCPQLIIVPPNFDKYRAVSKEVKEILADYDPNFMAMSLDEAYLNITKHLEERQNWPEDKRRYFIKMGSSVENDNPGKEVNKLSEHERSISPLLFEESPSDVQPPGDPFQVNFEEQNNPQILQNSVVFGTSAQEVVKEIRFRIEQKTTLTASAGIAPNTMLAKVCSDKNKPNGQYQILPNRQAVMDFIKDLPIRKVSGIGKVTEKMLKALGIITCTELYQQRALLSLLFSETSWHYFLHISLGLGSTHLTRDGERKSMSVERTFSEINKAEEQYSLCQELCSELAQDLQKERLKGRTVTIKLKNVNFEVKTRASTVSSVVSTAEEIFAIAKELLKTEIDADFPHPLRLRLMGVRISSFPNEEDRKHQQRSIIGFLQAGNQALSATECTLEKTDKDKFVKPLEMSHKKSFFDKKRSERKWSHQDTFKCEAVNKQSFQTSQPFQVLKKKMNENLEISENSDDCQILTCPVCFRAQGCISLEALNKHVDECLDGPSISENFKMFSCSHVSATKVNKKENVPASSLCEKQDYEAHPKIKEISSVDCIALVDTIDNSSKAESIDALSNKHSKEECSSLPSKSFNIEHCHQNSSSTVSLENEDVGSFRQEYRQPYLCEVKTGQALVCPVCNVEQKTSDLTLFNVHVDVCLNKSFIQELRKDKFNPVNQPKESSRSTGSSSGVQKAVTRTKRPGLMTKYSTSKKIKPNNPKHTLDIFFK
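Inhibition of 10 nM Pol kappa is measured by a fluorescent read-out at 0 and 10 min following addition of 50 nM substrate (final), with a 15-min room-temperature compound preincubation.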
RGS4 inhibitor = blocks human RGS4-accelerated GTP hydrolysis | Transcreener GDP fluorescence polarization, RGS4-accelerated GTP hydrolysis | 390,000 compounds, 0.039% hits | Potency, µM (doses to about 114 µM), without a hit: top-dose activity change, negative = inhibition, usual class: inhibitors; note: potency is the fitted concentration of half-maximal effect; % is set by controls: 0 for no effect and ±100 for the full control effect; nearly all actives have a fitted effect of over 75% in size; some results filed as inactive show a strong effect at the top dose
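MLSMR compounds (23 nl, pin-transferred) preincubated 10 min at room temperature with a 500nM (2x) first reagent, then RGS4 at 900nM (2x) plus Transcreener GDP mix added; fluorescence polarization (620/688 nm) read before and after 90 min at 30 °C.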
POLB inh = blocks human DNA polymerase beta activity; P06746; Pol beta primer extension/strand displacement, fluorescence kinetic; Potency, µM (top dose mostly 114 µM), without a hit: at the highest dose activity change, negative = inhibition, hits mostly inhibitors; 340,000 compounds, 1.3% hits; note: potency is the fitted concentration of half-maximal effect; % is set by controls: 0 for no effect and ±100 for the full control effect
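Kinetic readout of DNA synthesis with strand displacement by Pol beta. Compound and 10 nM enzyme sit 15 min at room temperature; 50 nM substrate starts the reaction, read immediately and at 10 min.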
APEX1 inh = blocks human APE1 abasic DNA cleavage; P27695; recombinant APE1, TAMRA/BHQ-2 abasic DNA cleavage fluorescence; Potency, µM (titrated, usually from 65.8 µM), for inactives: top-dose activity change, negative = inhibition, actives largely listed as inhibitors; 350,000 compounds, 0.35% hits; AID 2517;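 note: potency is the fitted concentration of half-maximal effect; plate controls were vehicle for no effect and reference inhibitor for full effect; nearly all actives have a fitted effect of over 55% in size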
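Enzyme (0.75 nM final) and test compound are incubated 15 min at room temperature before adding 50 nM quenched THF abasic-site duplex. Cleavage dequenches TAMRA, followed at 525/598 nm over three reads one minute apart.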
ERG-DNA inh = ERG Ets/DNA interaction inhibition | P11308 | fluorescence polarization, His-ERG Ets domain / labelled DNA | Potency, µM (series often up to 76.9 µM), without a hit: top-dose FP activity, negative = inhibition, usual class: inhibitors | 370,000 compounds, 0.028% hits | AID 624246; active = well fitted inhibition curve with a large enough effect in the polarisation, with a control signal flat; inconclusive = small, poorly fitted or top-dose-only effect, or effect the other way, or a change in a side signal; inactive = no such curve, though single readings can be large or run the other way; the % refers to the polarisation;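 note: polarization taken with two DNA probes labelled with fluorescein and Texas red; potency is the fitted concentration of half-maximal effect; % of control where 0% means no effect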
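His-tagged ERG Ets domain (1 uM in the protein solution; 300mM KCl, 50mM Tris-HCl, 1mM EDTA, 1mM DTT, pH 7.5) received compound, then a probe mix of 5 nM fluorescein-DNA and 100nM Texas-615-DNA. Fluorescence polarization was read for both dyes.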
Numbers without * were called inactive; i = inactive; u = inconclusive; x = not tested or not shown; & = joins results of further samples; ! = a repeat was not active; [ ] = another dose, or the depositor's remark. Unless noted, calls come from the whole dose curve; as a rule, active = well fitted curve in the direction sought with a large enough effect; inconclusive = small, poorly fitted or top-dose-only effect, or another doubt; inactive = no such curve, though single readings can be large; an effect the other way counts as inactive or inconclusive.

SMILES	LDHA inh	Pol eta inh	12-LOX inh	Apoferritin bind	POLK inh	RGS4 inhibitor	POLB inh	APEX1 inh	ERG-DNA inh
CC(=O)NS(=O)(=O)c1cccnc1Nc1ccc(Cl)cc1	0	-11%	-10%	-15%	-10%	-22%[11.4 µM]	0%	0%	-2%
Cc1cc(C=O)c(C)c2c1[nH]c1ccccc12	-2	1%	u	x	-7%	u	x	x	-11%
CCc1ccc(-c2cc3c(=O)n(CC(=O)N4CCCCCC4)nc(C)n3n2)cc1	-5	-12%	-5%	-4%	-12%	2%[11.4 µM]	-1%	-18%	-6%
C=CC[n+]1c(C)csc1Nc1ccc(C(=O)O)cc1	-2	-19%	-17%	-8%	-6%	2%	-1%	-1%	-7%
Cc1ccc2c(c1)[C@@H](O)C[C@@H](C)N2N=O	-8	-7%	u	-9%	-3%	1%	31%	-5%	10%
Cc1ccc(CNC(=O)c2cc(-c3ccccc3)nn2CC2CC(c3cccnc3)=NO2)cc1 (centres undefined)	-1	-16%	-4%	x	-16%	20%	x	x	3%
CCN(C(=O)COC(=O)/C=C/c1cccc([N+](=O)[O-])c1)c1ccccc1	-5	-10%	-3%	-14%	-13%	-41%	-11%	-4%	-6%
COc1ccc(C(=O)O/N=C2\C(=O)N(C)c3ccccc32)cc1	-12	3%	-28%	x	0%	14%	x	x	2%
O=c1ccc(Oc2nc(N3CCCCC3)nc(N3CCCCC3)n2)n[nH]1	-9	-1%	-2%	-8%	1%	-10%	9%	-3%	4%
CCOC(=O)N1CCC(NC(=O)c2cnn(-c3ccc(C)cc3C)c2C2CCN(C(=O)OC(C)(C)C)CC2)CC1	3	-19%	-25%	u	3%	-27%	11%	x	1%
CCc1nn(CC(=O)Nc2ccc(C)c(F)c2)c(=O)c2cc3cc(C)ccc3n12	-4	-6%	-27%	-1%	-16%	12%	13%	x	0%
O=C(O)CCC(=O)Nc1ccc(N2CCOCC2)cc1	9	-2%	-7%	-6%	-3%	-3%	32%	-5%	16%
CCN(CC(=O)NC1CCS(=O)(=O)C1)C(=O)/C=C/c1cccs1 (centres undefined)	-7	-6%	4%	-1%	-23%	29%[56.9 µM]	-2%	2%	-5%
COc1cc(/C=N/n2nnnc2N)cc(OC)c1OC	-2	6%	0%	6%	0%	10%	-1%	-5%	-12%
CCOC(=O)NC1=NCC(C)(C)S1	-2	-9%	8%	x	-14%	-1%	x	x	-3%
COc1cccc(COC(=O)Nc2ccccc2F)c1	0	-22%	0%	u	-3%	10%	17%	10%	5%
O=c1ccc(Cl)nn1-c1ccccc1	-5	-2%	20%	x	-2%	-12%	x	x	0%
CCOCCOC(=O)C1=C(C)NC(=O)NC1c1cc2c(cc1Br)OCO2 (centres undefined)	-1	-15%	49%[activator]	-6%	5%	14%	12%	3%	5%
COc1cccc(CNS(=O)(=O)c2c(C(=O)N3CCCCC3)c(C)n(C)c2C)c1	-4	-13%	-25%	-13%	-20%	15%[11.4 µM]	-18%	20%	-9%
CCC(=O)N(Cc1cc(=O)[nH]c2ccccc12)c1ccccc1C	-9	-13%	-3%	-7%	-10%	-32%	22%	1%	-2%
CC(=O)N/N=C(\C)c1cccc(C(F)(F)F)c1	1	-9%	2%	-20%	-2%	-17%	7%	u	0%
CCCN(Cc1nnc(-c2ccccc2Cl)o1)C(=O)c1cccc(S(=O)(=O)N2CCOCC2)c1	0	2%	i	-10%	-5%	22%	24%	35%	-12%
COc1ccc(/C=N/NC(=O)c2ccc(NC(=O)c3cccc([N+](=O)[O-])c3)cc2)c(OC)c1	-7	-10%	-6%	1%	-21%	u	13%	-8%	1%
CCC(O)C1CCN(C(=O)c2cc(COc3ccc(F)cc3F)on2)CC1 (centres undefined)	0	-8%	0%	-6%	4%	16%	-1%	21%	4%
O=C(Nc1ccc(CN2CCOCC2)cc1)c1ccccc1F	8	-1%	0%	-8%	-21%	11%	20%	19%	-6%
O=C(Nc1ccc(S(=O)(=O)NC2CCCCC2)cc1)c1ccco1	-1	-7%	-8%	3%	0%	-4%	33%	1%	x
Cc1c(Cc2ccccc2)c(=O)[nH]c(=O)n1C	-11	-8%	0%	x	-10%	7%	x	x	10%
CN(C)CCn1c(N)nc2ccccc21	1	-15%	-2%	0%	5%	-12%	21%	-5%	-6%
CCN1CCN(C(=O)C2CCCN(S(=O)(=O)c3cccc4nsnc34)C2)CC1 (centres undefined)	-10	0%	8%	0%	3%	4%[11.4 µM]	19%	3%	14%
Cc1occc1-c1nnc(SCC(=O)c2c[nH]c3ccccc23)n1C	0	-10%	4%	u	-5%	u	2%	-11%	-1%
COc1ccc(C(C)NC(=O)CC23CC4CC(CC(C4)C2)C3)cc1 (centres undefined)	-5	-6%	-5%	u	-12%	2%	2%	39%	-3%
Clc1ccc(CNc2ncnc3[nH]ncc23)c(Cl)c1	2	-7%	-11%	x	-16%	0%	x	x	-14%
COc1cccc(NC(=O)CSc2nnc(Cc3cccs3)n2-c2ccc(C)cc2)c1	4	-9%	8%	-7%	-14%	-14%	-18%	1%	-17%
COCCn1c(SCC(=O)N2CCC(C)CC2)nc2ccccc2c1=O	-15	-11%	-21%	-13%	-10%	-2%	19%	2%	2%
COC(=O)c1cccc(N(CC(=O)NC2CCCCC2)C(=O)CNC(=O)c2cccs2)c1	-6	-16%	-2%	-10%	-4%	4%	20%	5%	0%
O=C(Cn1cc(COc2ccc(C(=O)c3ccccc3)cc2)nn1)c1ccc(O)cc1	0	-19%	2%	x	2%	-8%	x	x	-1%
COc1cc(CN2CCN(Cc3ccco3)CC2)cc(OC)c1	-32*	-4%	u	3%	-9%	-14%	38%	6%	-5%
COc1ccc(-c2nc3nc(C)cc(N4CCN(c5cccc(C(F)(F)F)c5)CC4)n3n2)cc1	-6	-18%	-15%	-3%	-6%	-11%	14%	x	-1%
NC(=O)C[C@H](NC(=O)c1ccc(Cl)cc1)C(=O)OCc1ccccc1	-2	-1%	-8%	x	0%	-7%	x	12%	-3%
CCOc1ccc(NC(=O)COC(=O)c2n[nH]c3ccccc23)cc1	-8&-2	-5%	u	x	-12%	12%	x	-10%	16%
Cc1ccc2c(c1)N(CC(=O)N1CCN(C3CCCCC3)CC1)C(=O)CO2	-3	0%	-29%	-7%	-9%	-4%	-1%	25%[12.4 µM]	-3%
O=C(O)c1cccc(CSc2n[nH]c(-c3ccc(Cl)cc3Cl)n2)c1	-9	-20%	-20%	-3%	3%	0%	u	12%	-4%
COc1ccc(Nc2nc(N)nc(CN3CCN(c4ccc(F)cc4)CC3)n2)cc1	3	-17%	-18%	-8%	-4%	3%	-1%	-1%	-3%
Cn1cc([N+](=O)[O-])c(C(=O)n2cccn2)n1	-5	3%	u	-1%	-1%	23%	3%	-3%	-1%
S=c1[nH]ccn1CCc1ccccc1	-2	-2%	u	1%	-2%	-25%[56.9 µM]	u	64%[activator]	-2%
CCOC(=O)C1=C(c2ccccc2)NC(=O)NC1c1cc(OCC)c(O)c([N+](=O)[O-])c1 (centres undefined)	3	-14%	2%	-14%	-4%	-6%	100%	0%	-16%
Cc1cc(C(=O)CSc2ncnc3ccccc23)c(C)n1C1CC1	-6&-6	6%	16µM*!	x	-4%	-29%	x	3%	17%
CCCCCCCCCCCCCCCC(=O)OCC(COP(=O)(O)O)OC(=O)CCCCCCCCCCCCCCC (centres undefined)	x	x	-5%[12.5 µM]	5%	6%[19.4 µM]	i	x	-1%&2%	x
COc1ccc(OC)c(NC(=O)CN2C(=O)NC3(CCOc4ccccc43)C2=O)c1 (centres undefined)	-2	-12%	29%	-17%	-2%	-42%	13%	-2%	0%
O=C(CN1CCN(Cc2ccccc2Cl)C1=O)NCc1ccccn1	-5	-8%	16%	-8%	7%	4%	0%	-3%	-11%
The list goes on.
SMILES	LDHA inh	Pol eta inh	12-LOX inh	Apoferritin bind	POLK inh	RGS4 inhibitor	POLB inh	APEX1 inh	ERG-DNA inh
Cc1ccccc1C(=O)N/N=C/c1ccc(Sc2ccccn2)o1	1	-8%	1%	3%	-18%	6%	-2%	1%	x
Cc1cc(C)nc(SCc2nnc(SCC(=O)Nc3nc(-c4ccccc4)cs3)n2-c2ccccc2)n1	-3	-12%	46%[activator][57.4 µM]	-17%	-3%	-5%	-1%	1%	3%
CNc1ncnc2c1ncn2[C@H]1C[C@H](OP(=O)(O)O)[C@H](COP(=O)(O)O)O1	x	x	208%[activator]	x	-9%[19.4 µM]	412%[activator][56.9 µM]	x	10%	x
O=C(c1c[nH]c2ccccc12)C(F)(F)F	1	-5%	151%[activator]	-8%	-13%	-13%	0%	-3%	-3%
CCCCCN1N=C(C)CC1=O	-3	-8%	2%	-5%	1%	-4%	5%	-1%	15%
O=[N+]([O-])c1cccnc1Oc1ccc(F)cc1F	-7	-2%	138%[activator]	1%	-10%	1%	-11%	-1%	6%
O=C(Nc1ccnn1C1CCN(C(=O)c2cccc(Cl)c2)CC1)C1CCOC1 (centres undefined)	-1	-13%	-19%	-3%	-3%	-24%	-25%	20%	10%
Cc1sc2nc(CSCC(=O)Nc3ccc(OC(F)F)cc3)[nH]c(=O)c2c1C	-1	-17%	-20%	-21%	-1%	23%	4%	-4%	-2%

This is a subset; rates above refer to the full screens.
